# Tn7 DDE FP – DD(E)-Tn7 binding inhibition, primary FP screen | actives 0.13% (n = 370,000) | inhibition, % at 8.3 µM | FP displacement of FITC-Tn7 peptide from fibrin DD(E); 0% = median of compound wells per plate;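 active = inhibition above the mean of compounds falling within the control limits plus 3 SD of them, cut at about 14% in these data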;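 also: 0% = plate median of compound wells and 100% = 10 µM Aha-Tn7 peptide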
#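 Assay system: Human clot-derived fibrin DD(E) complex | Buffer or medium: Tris/NaCl/CaCl2 buffer, pH 7.8 | Repeats: One replicate per compound | Benchmarks: Aha-Tn7 high control | Measure: % inhibition scaled between sample-field median and high-control FP | Schedule: 10 min plus 3 h, room temperature | Signal: Fluorescence polarization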
# TDP2 absorb – TDP2 (human) inhibition, absorbance primary screen; O95551; recombinant TDP2, T5PNP hydrolysis, p-nitrophenol absorbance 415 nm; inhibition, % at 12.8 µM; actives 0.34% (n = 370,000); AID 720702;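 active = inhibition above the mean of all tested compounds plus 3 SD, set per campaign, cut at about 25% in these data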;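 also: 0% = DMSO with enzyme and 100% = buffer with substrate but no TDP2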
# Target sequence (O95551 whole entry, looked up): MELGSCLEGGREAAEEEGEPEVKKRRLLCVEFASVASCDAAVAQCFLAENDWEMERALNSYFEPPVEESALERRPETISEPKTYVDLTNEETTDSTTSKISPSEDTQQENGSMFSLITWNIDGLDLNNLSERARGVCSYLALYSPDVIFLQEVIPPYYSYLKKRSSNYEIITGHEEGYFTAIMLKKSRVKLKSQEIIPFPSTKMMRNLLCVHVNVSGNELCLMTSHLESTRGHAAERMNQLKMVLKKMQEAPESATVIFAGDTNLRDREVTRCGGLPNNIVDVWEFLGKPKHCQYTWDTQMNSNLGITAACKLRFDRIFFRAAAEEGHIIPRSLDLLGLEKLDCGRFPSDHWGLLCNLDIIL
#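 System: recombinant human TDP2 / Amount: 120 nM TDP2 per well / Also added: 5 mM T5PNP chromogenic substrate / Doses: 12.8 µM single point, 1% DMSO / Incubation: 2 h at 37 °C / Detection: p-Nitrophenol epi absorbance / Evaluation: % inhibition relative to enzyme-containing and enzyme-free wells / Repeats: singlicate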
# TCR CD3 inh – blocks the human TCR-CD3 interaction; TAMRA-labeled TCR probe fluorescence, biochemical; inhibition, % at 9.4 µM; actives 0.37% (n = 360,000); in the data active = inhibition above about 19%;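 also: recombinant mutant TCR 2C K166C tagged with TAMRA read by polarization; 0% = receptor in buffer alone and 100% = receptor with positive control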
# MBD2 inh – inhibitors of human MBD2 binding to methylated oligonucleotide; Q9UBB5; actives 0.31% (n = 370,000); inhibition, % at 4.4 µM; TR-FRET; in the data active = inhibition above about 13%
# Target sequence (Q9UBB5 whole entry, looked up): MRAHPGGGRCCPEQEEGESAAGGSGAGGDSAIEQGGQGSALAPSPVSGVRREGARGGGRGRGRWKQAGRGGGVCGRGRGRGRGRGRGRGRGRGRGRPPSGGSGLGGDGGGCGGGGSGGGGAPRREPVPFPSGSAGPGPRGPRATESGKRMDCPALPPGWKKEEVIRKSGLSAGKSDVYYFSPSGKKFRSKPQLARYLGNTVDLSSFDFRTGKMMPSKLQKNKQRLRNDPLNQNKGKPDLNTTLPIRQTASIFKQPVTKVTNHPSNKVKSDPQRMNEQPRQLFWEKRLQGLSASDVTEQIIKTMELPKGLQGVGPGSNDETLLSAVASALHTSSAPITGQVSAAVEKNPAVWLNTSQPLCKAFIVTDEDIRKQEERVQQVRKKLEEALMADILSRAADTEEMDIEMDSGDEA
# SIAE primary – human SIAE inhibition, primary screen. SIAE FP-Rh probe binding, fluorescence polarization. actives 0.69% (n = 370,000). Q9HAT2. inhibition, % at 9.66 µM;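 active = inhibition above a cutoff: mean of compounds within the control limits plus 3 SD of those, cut at about 17% in these data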;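 also: 0% = plate median of compound wells and 100% = probe without SIAE protein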
# PRMT1 FP inh – inhibitors of human PRMT1. Q99873. AID 652257. recombinant PRMT1, activity-based probe fluorescence polarization. actives 1.3% (n = 370,000). inhibition, % at 2.79 µM;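 active = inhibition above about 21% made by adding two undisclosed values, limit read from the data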
# KLK7 zymogen act – activates the human kallikrein-7 zymogen | purified proKLK7, EDANS-DABCYL substrate fluorescence; 100% is mature enzyme control, 0% vehicle | activation, % at 7 µM | AID 652039 | P49862 | actives 0.9% (n = 370,000);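 active = activation above the mean of all tested compounds plus 3 SD, computed per campaign excluding outliers beyond control limits, cut at about 13% in these data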
# Target sequence (P49862 whole entry, looked up): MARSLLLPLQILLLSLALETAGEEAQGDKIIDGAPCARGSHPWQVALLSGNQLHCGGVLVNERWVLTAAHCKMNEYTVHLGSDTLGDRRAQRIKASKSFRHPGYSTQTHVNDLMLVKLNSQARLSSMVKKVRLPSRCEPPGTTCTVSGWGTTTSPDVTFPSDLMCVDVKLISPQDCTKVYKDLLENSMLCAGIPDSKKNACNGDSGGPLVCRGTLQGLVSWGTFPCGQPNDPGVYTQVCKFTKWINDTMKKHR
# LEDGF integ inh – blocks HIV-1 LEDGF/p75-dependent DNA integration; actives 0.64% (n = 370,000); inhibition, % at 3.7 µM; TR-FRET IN-LEDGF/p75 DNA integration, Eu/Cy5;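 active = inhibition above the screen-wide mean plus 3 SD, cut at about 13% in these data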;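 also: signal is the Cy5 over europium emission ratio at 671 and 618 nm; 0% = plate median of compound wells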
# UHRF1 MBD2 ctr – human UHRF1 methylated DNA binding inhibitors; actives 0.75% (n = 370,000); Q96T88; UHRF1 binding to methylated oligo, TR-FRET; inhibition, % at 4.4 µM; in the data active = inhibition above about 21%;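 also: UHRF1 SRA domain binding a hemimethylated CpG hairpin DNA probe; 0% = median of test compound wells and 100% = reference inhibitor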
# Tn6 DDE FP – DD(E)-Tn6 binding inhibition, primary FP screen; P02675; Fibrin DD(E) TRITC-Tn6 fluorescence polarization displacement; inhibition, % at 8.3 µM; actives 0.21% (n = 370,000); AID 720509;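 active = inhibition above a per-campaign cutoff: mean of compounds within control limits plus 3 SD, cut at about 15% in these data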;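 also: 0% = median of all compound wells on the plate and 100% = blocking peptide control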
# Numbers without * were called inactive; · = no result given. Hits appear at their usual frequency. Share with any hit: about 4.6%.
SMILES,Tn7 DDE FP,TDP2 absorb,TCR CD3 inh,MBD2 inh,SIAE primary,PRMT1 FP inh,KLK7 zymogen act,LEDGF integ inh,UHRF1 MBD2 ctr,Tn6 DDE FP
O=C(c1ccc[nH]c1=S)N1CCN(S(=O)(=O)c2ccc(Br)cc2Cl)CC1,-3,-7,-5,2,-1,32*,0.1,2,-1,1
CC(=O)NC(Nc1c(C)n(C)n(-c2ccccc2)c1=O)C(Cl)(Cl)Cl (stereo not given),7,-2,-2,3,2,0,0.1,1,-2,1
CC1(C)Cc2c(C#N)c(NCCN3CCOCC3)nc(-c3ccccc3)c2CO1,1,-12,-1,-2,0,-5,1.1,2,3,-2
COc1ccccc1-c1nnc(Nc2nc3c(OC)cccc3s2)o1,-6,8,-6,-1,-2,1,-0.4,-12,-3,0
COCCCNC(=O)CN(Cc1ccccc1)S(=O)(=O)c1ccccc1,2,-4,-2,-1,-2,-3,-0.4,0,-2,-2
C=CCN(CC#CC1=CCCCC1)Cc1ccc(OC)cc1OC,-2,-5,·,-1,3,-2,0.2,3,-1,9
O=C(CN1CCCC1)N1CCCC(c2ccc(F)cc2)c2ccc(F)cc21 (stereo not given),1,1,0,1,-3,3,-0.7,-2,3,-1
CCc1noc(C)c1C(=O)N(CC)CC(=O)Nc1cc(Cl)ccc1C,-2,-12,-5,-1,-4,-1,0.1,2,4,-2
CCCn1c(C(CO)Nc2nc(C)cs2)nc2ccccc21 (stereo not given),-8,6,-7,0,17,-3,0.5,0,-5,0
COc1ccccc1C1=NNC(=Nc2cccc(S(=O)(=O)N(C)C)c2)SC1,-4,7,6,-5,-7,22*,0.4,4,-1,6
Cc1ccc(-c2nc(CS(=O)CC(=O)NCCN3CCCCC3C)c(C)o2)cc1 (stereo not given),1,12,-1,-5,5,2,-0.2,-1,1,5
Cc1ccc(S(=O)(=O)NCC(=O)N(CC(=O)NC(C)(C)C)Cc2ccc3c(c2)OCO3)cc1,2,-5,-1,-4,-6,2,-0.3,-6,-2,2
Cc1cc(=O)[nH]c(SCC(=O)NCCOc2ccccc2)n1,-4,10,7,1,5,-1,0.8,-2,-5,-2
C=CCn1c(SCC(=O)N2CCCCCC2)nc2ccccc2c1=O,-5,6,-6,3,8,-1,-0.8,-3,1,-3
Cc1ccc2c(c1)C(=O)N(CCCCO)C2=O,3,-2,1,2,0,0,-0.7,-3,1,4
COc1ccc(C2OC(=O)CC2C(=O)NC2CCCC(C)C2C)cc1OC (stereo not given),5,0,2,-5,-1,1,-0.2,-1,2,9
O=C(c1ncn2c1c(=O)[nH]c1ccccc12)N1CCc2ccccc2C1,2,-7,3,-8,0,-2,-0.2,4,0,-7
Cc1ccc(-n2nnnc2SCC(=O)Nc2c(C)n(C)n(-c3ccccc3)c2=O)cc1,-3,-4,3,5,-1,-2,-0.2,-1,-2,-3
Cc1ccc(-n2c3nc(=O)[nH]c(=O)c-3cc3cc([N+](=O)[O-])ccc32)cc1,7,46*,-7,-1,3,0,0.2,-1,3,-8
O=C(Nc1nccs1)NC1CCCCC1,2,6,-2,1,-5,-3,-0.5,-1,2,1
CN(C)S(=O)(=O)c1ccc(/C(O)=C2/C(=O)C(=O)N(CCCN3CCOCC3)C2c2ccncc2)cc1 (stereo not given),-5,-1,-5,4,0,6,0.9,-1,-1,-1
Cc1ccc(O)c(C(=O)c2cnc3c(c2)c(=O)n(C)c(=O)n3C)c1,-6,1,9,2,3,2,-0.8,4,-3,0
COc1ccc(C(=O)C2CCCN(C(=O)c3cc(C4CC4)[nH]n3)C2)c(C)c1 (stereo not given),-2,-9,0,5,-12,6,0.4,-7,5,-4
CCCNS(=O)(=O)c1cc(CN2C(=O)c3cccnc3C2=O)ccc1OC,-1,-1,0,4,1,1,-0.5,-2,2,-5
Cc1cccc(C(=O)NCCCn2ccnc2)c1C,7,1,10,-10,1,-7,0.0,1,-2,2
CCC(=O)n1nc(-c2cccnc2)nc1NCc1ccc(OC)cc1,-3,-3,5,2,-4,-1,0.0,-2,-3,-3
COc1ccc(/[N+]([O-])=C/c2ccoc2)cc1,2,2,-3,-5,3,12,0.2,0,-5,-1
O=C1CN2C(=N1)N(Cc1ccccc1)c1ccccc12,2,2,1,-3,-5,2,-0.5,-2,2,6
CC(C)Cc1ccc(-c2cc3nc(NCc4cccc(Cl)c4)ccn3n2)cc1,-4,10,3,4,-19,-1,0.9,3,-1,-1
COc1ccc(Cl)cc1NC(=O)c1cc(-c2ccco2)on1,6,-5,-15,6,-23,13,-3.1,-2,5,-5
O=C(O)c1ccc(NC2(C(=O)O)CCCC2)cc1,-5,-6,-1,0,2,-10,0.2,0,-2,-1
Cc1ccc(C)c(N2CCN(C(=O)c3ccc4nc(-c5ccco5)c(-c5ccco5)nc4c3)CC2)c1,5,-8,17,-10,14,44*,0.3,40*,0,-5
COc1ccc(NC(=O)CSc2nnc3n2CCCCC3)cc1S(=O)(=O)N(C)C,-7,-7,10,-5,1,-4,-0.1,2,0,-1
CC1CCN(C(=O)CCCC(=O)O)CC1,1,2,-5,-3,4,1,-0.4,-2,4,-7
CC(=O)Nc1ccc(S(=O)(=O)Nc2cc3c(cc2C(C)=O)OCO3)cc1,9,10,1,-7,1,0,0.4,0,0,7
Cc1ccc(S(=O)(=O)N2C[C@H]3C(=O)C[C@@H](c4ccc(Cl)cc4)N(S(=O)(=O)c4ccccc4C)[C@H]3C[C@H]2c2ccc(Cl)cc2)cc1,-5,-9,0,3,-28,1,-0.4,-4,-2,2
CCn1c2ccccc2c2cc(NC(=O)CSc3nnc(-c4ccccc4)n3-c3ccc(C)cc3)ccc21,5,-5,·,2,5,-2,-0.5,1,-3,0
O=C(c1noc2c1CCCCC2)N1CCN(C(c2ccccc2)c2ccccc2)CC1,-8,-16,-2,-2,-2,-10,-0.1,7,3,-5
CC(C)C(=O)Nc1ccc(NC(=O)CCc2ccccc2)cn1,2,-1,5,1,1,2,-0.3,2,-1,-4
N#CC1=C2SCN(Cc3ccccc3)CN2C(=O)CC1c1cccs1 (stereo not given),-3,0,1,-10,5,20,-0.4,0,-6,7
CCOC(=O)Cc1csc(N/N=C/c2ccc(C(F)(F)F)cc2)n1,-11,-7,3,-1,1,1,-0.2,-2,0,-7
CCCCc1cc(=O)oc2cc(C)cc(OC(C)C(=O)NCc3cccnc3)c12 (stereo not given),1,3,-5,4,-3,2,-3.6,-1,13,9
Cc1ccc(CCC(=O)Nc2ccc([N+](=O)[O-])cc2Cl)o1,0,19,2,1,4,-1,-0.9,0,0,0
COc1ccc(NC(=O)CN2CCN(S(=O)(=O)c3ccc(C(C)C)cc3)CC2)cc1OC,1,-2,1,3,6,-4,-0.5,2,-1,-2
COC(=O)[C@@]12C[C@@H](CC(=O)NCc3cccc4ccccc34)C(=O)N(Cc3cccc4ccccc34)C1=CCC(C)(C)C2,-5,9,-8,7,-4,1,0.5,-2,2,-6
Cc1ccc(NC(=O)CSc2nnc(-c3ccncc3)n2N)cc1C,11,6,2,-4,3,1,-0.1,-2,-1,3
CC(=O)N(CCO)Cc1cc2cc(C)cc(C)c2[nH]c1=O,-8,6,-1,2,6,1,0.1,3,-1,0
O=C(NC(=S)Nc1cccc(O)c1)c1cncc(Br)c1,5,-2,-15,1,-10,3,-0.4,-2,0,-1
Cn1nc(C2CC2)cc1NC(=O)C1(C)CCN1C(=O)c1ccccc1CCc1ccccc1 (stereo not given),-8,-9,3,3,-1,-5,0.8,3,-1,-3
CN(O)/C=C/C(=O)c1ccc(Br)cc1,-1,4,1,1,7,0,-0.4,6,-1,-4
Oc1c(Br)cc(C=Nc2ccc3nc(-c4ccccc4)[nH]c3c2)c(O)c1Br,-8,3,16,-3,18*,7,-12,9,-3,-6
Fc1ccccc1Sc1ccccc1CNC1=NCCN1,-4,3,1,7,15,-3,-0.2,-2,14,-6
CC(C)Oc1ccccc1/C=N/Nc1ccccc1[N+](=O)[O-],6,-2,-3,0,3,4,0.3,-1,-2,6
CC(O)(c1cccc(F)c1)c1nc(-c2cccc(C(=O)O)c2)cs1 (stereo not given),5,-12,-3,-2,2,-1,1.1,7,6,-2
Cc1ccc(C(=O)C2CCN(CC(=O)N(C)C3CCCCC3)CC2)cc1,3,8,·,5,-7,-1,0.1,0,3,-4
Cc1cccc(OCC(=O)Nc2ccccc2N2CCN(C(=O)C(C)C)CC2)c1C,8,4,-8,7,2,7,-0.5,-1,0,-2
O=C1c2cccnc2C(=O)N1c1cccc(-c2nc3ccccc3o2)c1,1,-1,-7,4,-4,1,-1.1,1,-2,10
CCOC(=O)C(C(=O)N(C)Cc1ccccc1)C1CCCCC1 (stereo not given),5,1,0,5,0,1,0.1,2,-1,-1
Cc1ccc(-n2ncc3c2CC(C)(C)CC3NC(=O)c2c(C)noc2C)cc1 (stereo not given),1,-10,-4,-2,-11,-2,-0.3,1,0,0
O=C(COC(=O)C1CC1)NC(=O)NCc1ccccc1,-3,11,6,-2,3,-1,0.4,-2,0,1

# Next section; the last 5 above are carried over.
SMILES,Tn7 DDE FP,TDP2 absorb,TCR CD3 inh,MBD2 inh,SIAE primary,PRMT1 FP inh,KLK7 zymogen act,LEDGF integ inh,UHRF1 MBD2 ctr,Tn6 DDE FP
Cc1cccc(OCC(=O)Nc2ccccc2N2CCN(C(=O)C(C)C)CC2)c1C,8,4,-8,7,2,7,-0.5,-1,0,-2
O=C1c2cccnc2C(=O)N1c1cccc(-c2nc3ccccc3o2)c1,1,-1,-7,4,-4,1,-1.1,1,-2,10
CCOC(=O)C(C(=O)N(C)Cc1ccccc1)C1CCCCC1 (stereo not given),5,1,0,5,0,1,0.1,2,-1,-1
Cc1ccc(-n2ncc3c2CC(C)(C)CC3NC(=O)c2c(C)noc2C)cc1 (stereo not given),1,-10,-4,-2,-11,-2,-0.3,1,0,0
O=C(COC(=O)C1CC1)NC(=O)NCc1ccccc1,-3,11,6,-2,3,-1,0.4,-2,0,1
CC(=O)c1c(C)[nH]c(C(=O)OCc2nnc(-c3ccccc3)o2)c1C,-3,1,-4,-1,0,-3,-0.1,-2,-1,7
COC(=O)C1=C(C)NC(=O)NC1c1ccc(N2CCC(c3ccccc3)=N2)cc1 (stereo not given),1,-3,0,1,-6,-2,-52,-3,-4,-4
CCOCCCNC(=S)N1CCC(C(=O)c2ccc3c(c2)OCCO3)CC1,-2,-1,-9,2,-8,5,0.4,-3,2,0
O=C(Nc1cc(C(F)(F)F)ccc1Cl)C1CCN(c2nnc(-n3cccc3)s2)CC1,-11,-12,-3,-1,-3,-3,0.6,2,-2,-8
COc1ccc(NC(=O)CSCC(=O)N(C)Cc2c(F)cccc2Cl)cc1,2,-6,-2,3,-2,2,0.2,-2,1,3
CC1CC(C)(C)NC(=S)N1CC(=O)NCc1ccc2c(c1)OCO2 (stereo not given),-1,-15,-1,-5,6,-2,0.3,2,2,-1

# Screening results (PubChem BioAssay)
